Assay outcomes: PubChem, several laboratories
TbMetRS inhib: Trypanosoma brucei MetRS inhibition. purified T. brucei MetRS, ATP depletion, Kinase-Glo luminescence. inhibition, % at 11.9 µM. actives 0.4% (n = 360,000). AID 624268;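 active = inhibition above a per-plate cutoff of the control wells' mean inhibition plus 3 SD, cut at about 5.5% in these data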;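 note: 0% = DMSO wells median and 100% = median of wells with control inhibitor compound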
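Measured by: Kinase-Glo luciferase luminescence reporting remaining unconsumed ATP. Material: purified T. brucei MetRS enzyme. Doses: 11.9 µM compound single dose, 0.9% DMSO. Medium: HEPES buffer containing pyrophosphatase, BSA, spermine, DTT. Times: 15 min preincubation, 2 h reaction, all 25 °C. Reagent: methionine, ATP and bulk E. coli tRNA.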
STEP inh: STEP (human) phosphatase inhibition; P54829; recombinant STEP, OMFP fluorogenic substrate, fluorescence; inhibition, % at 20 µM; actives 0.25% (n = 360,000); AID 588621;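 active = inhibition at 20 µM, scaled per plate between control wells, above about 37%, limit read from the data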;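 note: 0% = DMSO with enzyme and substrate and 100% = substrate only without enzyme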
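Material: STEP (striatal-enriched tyrosine phosphatase) enzyme, cell-free; Compound dosing: 20 µM single dose in 1% DMSO; Technique: fluorescence read at 480 nm ex / 540 nm em; Times: reaction 20 min, ambient temperature; Medium: 50 mM Bis-Tris pH 6.0 with 2.5 mM DTT and 0.005% Tween 20; Also added: OMFP at 25 µM.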
MsrA inhibitor: inhibits bovine methionine sulfoxide reductase A; purified bovine MsrA, absorbance read-out; inhibition, % at 15.5 µM; actives 0.75% (n = 360,000); AID 651718; in the data active = inhibition above about 4.5%;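 note: 0% = vehicle wells with enzyme and 100% = reference inhibitor wells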
Scp-1 inhibitor: inhibitors of human Scp-1 phosphatase. Recombinant Scp1, phosphopeptide, malachite green phosphate absorbance. Q9GZU7. AID 493091. actives 0.88% (n = 340,000). inhibition, % at 20 µM;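 active = inhibition above about 50% at 20 µM, limit read from the data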;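 note: plate controls were DMSO wells with enzyme for no effect and wells lacking enzyme for full effect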
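System: SCP-1 catalytic domain; Reagent: Phospho 17-mer peptide substrate; Doses: one concentration, 20 µM, with 1.0% DMSO; Incubation: 45 min room-temperature reaction, 5 min colour, 30 min stabiliser; Signal: Phosphate-binding colour reagent, absorbance read at 630 nm.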
DNMT1 block: inhibitors of human DNMT1 | P26358 | DNMT1 molecular beacon, Hinp1I cleavage, fluorescence | inhibition (reported as % activation of signal), % at 10 µM | actives 0.83% (n = 360,000) | AID 588458; in the data active = inhibition above about 50%
Target sequence (P26358 504-1616 limits assumed): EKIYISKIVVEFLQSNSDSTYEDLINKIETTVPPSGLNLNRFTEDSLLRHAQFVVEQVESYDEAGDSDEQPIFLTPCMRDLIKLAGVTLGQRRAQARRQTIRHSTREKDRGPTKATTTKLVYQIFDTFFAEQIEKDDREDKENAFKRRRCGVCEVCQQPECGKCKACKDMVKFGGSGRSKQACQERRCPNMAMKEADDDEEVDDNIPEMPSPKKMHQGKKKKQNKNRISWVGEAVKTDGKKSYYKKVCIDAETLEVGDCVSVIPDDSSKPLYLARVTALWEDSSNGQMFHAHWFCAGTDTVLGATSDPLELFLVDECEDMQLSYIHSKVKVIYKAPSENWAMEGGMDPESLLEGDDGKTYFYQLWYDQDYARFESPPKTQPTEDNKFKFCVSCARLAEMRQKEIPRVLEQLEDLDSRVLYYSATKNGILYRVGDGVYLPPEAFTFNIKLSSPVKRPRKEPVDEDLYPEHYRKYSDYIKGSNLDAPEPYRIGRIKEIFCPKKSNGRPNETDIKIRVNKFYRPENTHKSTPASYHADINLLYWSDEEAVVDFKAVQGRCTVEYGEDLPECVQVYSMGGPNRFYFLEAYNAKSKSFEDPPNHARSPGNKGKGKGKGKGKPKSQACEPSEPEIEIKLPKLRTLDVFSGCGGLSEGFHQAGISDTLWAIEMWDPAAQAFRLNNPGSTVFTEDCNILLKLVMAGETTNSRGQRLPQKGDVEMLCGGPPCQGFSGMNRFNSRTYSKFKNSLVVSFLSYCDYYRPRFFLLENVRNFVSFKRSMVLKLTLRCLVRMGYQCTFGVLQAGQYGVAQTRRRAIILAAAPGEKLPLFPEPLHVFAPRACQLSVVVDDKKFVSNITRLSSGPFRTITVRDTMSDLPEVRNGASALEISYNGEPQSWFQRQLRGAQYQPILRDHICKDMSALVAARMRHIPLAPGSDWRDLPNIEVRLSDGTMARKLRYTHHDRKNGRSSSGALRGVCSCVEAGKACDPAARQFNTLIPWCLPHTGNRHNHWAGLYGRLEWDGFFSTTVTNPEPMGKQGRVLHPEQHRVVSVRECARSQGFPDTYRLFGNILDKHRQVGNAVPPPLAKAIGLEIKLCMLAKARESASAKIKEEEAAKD
E coli Lon inh: inhibits E. coli Lon protease; actives 0.42% (n = 360,000); purified E. coli Lon protease, fluorescence polarization; inhibition, % at 7.94 µM; in the data active = inhibition above about 13%, passing the limit was not always enough;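 note: 0% = enzyme with probe and DMSO and 100% = no enzyme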
SUMO1 PPI mod: modulators of human SUMO1-mediated protein-protein interactions. SUMO1 binding to a labelled peptide, TR-FRET, 1 h. inhibition, % at 20 µM. actives 0.33% (n = 360,000); in the data active = inhibition above about 37%
MsrA act: bovine methionine sulfoxide reductase A activation | purified bovine MsrA, absorbance read-out | activation, % at 10.6 µM | actives 0.3% (n = 360,000); in the data active = activation above about 7.5%;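 note: 0% = vehicle and 100% = reference activator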
CendR NRP1 mod: NRP-1/CendR interaction modulation; FAM-RPARPAR peptide binding to NRP-1, fluorescence polarization; inhibition, % at 25 µM; actives 0.85% (n = 360,000); AID 602438;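 active = inhibition or corrected inhibition above about 18%, plus a signal ratio from 0.5 to 1.5, limit read from the data, passing the limit was not always enough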; note: strong numbers were not always called active
LMPTP inh: LMPTP (human) inhibition. actives 0.22% (n = 360,000). inhibition, % at 20 µM. P24666. recombinant LMPTP-A, OMFP fluorogenic substrate, fluorescence intensity. AID 651560;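 active = compounds that cut the enzyme signal by at least half of the control window in the single-dose screen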;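 note: plate controls were DMSO wells with enzyme plus substrate for no effect and substrate without enzyme for full effect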
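Test system: LMPTP-A, protein tyrosine phosphatase of low molecular weight; Input: 0.625 nM enzyme; Incubation: 50 min dark incubation at room temperature; Signal: endpoint fluorescence intensity from OMFP dephosphorylation; Read-out basis: % inhibition versus control wells.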
* = called active by the depositor; nt = not tested or not shown.

SMILES	TbMetRS inhib	STEP inh	MsrA inhibitor	Scp-1 inhibitor	DNMT1 block	E coli Lon inh	SUMO1 PPI mod	MsrA act	CendR NRP1 mod	LMPTP inh
Cn1c(=O)c2c(nc(CN3CCC(C(N)=O)CC3)n2Cc2c(Cl)cccc2Cl)n(C)c1=O	-0.9	1	0.8	-4	2	-18	3	-4	1	0.5
COCCN(C(=O)CSc1cc(C)c2ccccc2n1)c1c(N)n(CC(C)C)c(=O)[nH]c1=O	-0.1	-3	0.0	-4	2	4	-6	-2	5	2.5
CCOc1ccccc1/C=N\Nc1cnn(Cc2ccccc2)c(=O)c1Cl	0.1	1	1.6	-13	-30	1	-12	-1	-1	5.5
Cc1cc(OCCCn2ccnc2)cc(C(C)C)c1	1.8	-2	0.1	-2	4	-1	1	-3	5	-0.8
COc1cc(/C=N/NC(=O)NC2CCCCC2)ccc1O	-0.4	-2	3.5	19	3	1	-4	-1	5	0.4
COc1ccc(C(C)NC(=S)NC2CCCCC2)cc1OC (stereo not drawn)	-0.4	3	0.1	-6	0	12	-2	-4	8	-0.2
Cc1cccc(NC(=O)c2nc[nH]c2C(=O)NCC(=O)OC(C)(C)C)c1	0.1	2	0.0	9	5	-1	7	-3	3	0.9
CCOC(=O)c1cc2c(ccn2C)n1CC(=O)N(CC)CC	0.2	-4	1.1	3	0	4	0	-3	8	-0.3
COc1ccc(S(=O)(=O)N(C)C)cc1NC(=O)COc1ccc2c(c1)CCC2	-0.1	2	0.4	nt	-9	7	-1	-3	-11	1.7
COCCN(CCOC)S(=O)(=O)c1ccc(C(=O)NCCCN2CCOCC2)cc1	0.0	4	0.4	-13	1	-3	-1	3	19	-3.2
CC(C)(C)C(=O)C[n+]1ccccc1	-0.7	-2	-0.6	-4	-18	3	1	-2	-5	0.7
CCCN1C(=O)CC(c2ccc(OC)c(OC)c2)C1=O (stereo not drawn)	-0.1	-1	-0.3	nt	-3	0	2	-2	0	47*
Cc1ccsc1/C=N/NC(=S)NCc1ccccc1	0.7	-1	2.0	-10	-2	2	-3	-4	-1	0.8
COc1cc(NC(=O)NCC2CCN(Cc3ccccc3F)CC2)cc(OC)c1	-0.3	2	-0.7	-9	-4	-2	2	-1	3	-0.5
CCN(CC)S(=O)(=O)c1cc(NC(=O)COC(=O)c2c(C)noc2C)ccc1C	-0.4	-1	0.2	1	2	-2	-1	-10	-3	0.2
COc1ccc(C(C)=O)cc1CN(C)C	-1.8	-1	0.6	0	1	-12	-2	-8	-1	-1.4
COc1ccc(C(=O)NCCn2nc(C)cc2C)cc1OC1CCN(C(C)=O)CC1	0.0	2	-0.1	-11	0	-4	2	-4	10	0.5
O=[N+]([O-])c1ccc2nonc2c1Nc1ccccc1	-0.1	-2	2.6	-10	3	3	-31	-1	0	2.1
COc1ccc(C(=O)COC(=O)CCCC(=O)NC2CCCCC2)cc1	-0.3	0	0.2	-9	0	-1	7	-1	12	-0.9
Cc1cccc(NC(=O)Nc2ccccc2[N+](=O)[O-])n1	-0.7	-2	-1.4	-13	-1	-8	-6	-1	9	-0.3

A draw from above in order of count of non-hydrogen atoms, smallest number first:
SMILES	TbMetRS inhib	STEP inh	MsrA inhibitor	Scp-1 inhibitor	DNMT1 block	E coli Lon inh	SUMO1 PPI mod	MsrA act	CendR NRP1 mod	LMPTP inh
Cc1ccsc1/C=N/NC(=S)NCc1ccccc1	0.7	-1	2.0	-10	-2	2	-3	-4	-1	0.8
Cc1cccc(NC(=O)Nc2ccccc2[N+](=O)[O-])n1	-0.7	-2	-1.4	-13	-1	-8	-6	-1	9	-0.3
COc1cc(/C=N/NC(=O)NC2CCCCC2)ccc1O	-0.4	-2	3.5	19	3	1	-4	-1	5	0.4
CCOC(=O)c1cc2c(ccn2C)n1CC(=O)N(CC)CC	0.2	-4	1.1	3	0	4	0	-3	8	-0.3
Cc1cccc(NC(=O)c2nc[nH]c2C(=O)NCC(=O)OC(C)(C)C)c1	0.1	2	0.0	9	5	-1	7	-3	3	0.9
COCCN(CCOC)S(=O)(=O)c1ccc(C(=O)NCCCN2CCOCC2)cc1	0.0	4	0.4	-13	1	-3	-1	3	19	-3.2

(next part)
SMILES	TbMetRS inhib	STEP inh	MsrA inhibitor	Scp-1 inhibitor	DNMT1 block	E coli Lon inh	SUMO1 PPI mod	MsrA act	CendR NRP1 mod	LMPTP inh
C/C(N)=C(/C#N)C(=O)COC(=O)c1ccc(C)c(S(=O)(=O)N2CCCCC2)c1	-0.3	1	0.2	10	21	-4	0	-13	-3	-0.5
CCOc1cccc(C(=O)N/N=C/c2coc3ccccc3c2=O)c1	-0.3	-1	0.5	-5	0	-12	3	-3	-30	-0.4
COc1ccc(C(CC(=O)c2ccccc2)C2CCCCC2=O)cc1 (stereo not drawn)	-0.9	-4	0.1	-13	0	-10	-1	2	5	1.5
Cc1cccc(NC(=O)c2cc(NC(=O)c3ccco3)ccc2N2CCCCC2)c1	-0.2	0	nt	-4	22	1	5	-1	9	-0.7
Cc1cc(C)n2nc(C(=O)N3CCCC(Nc4ccc(F)c(F)c4)C3)cc2n1 (stereo not drawn)	0.6	-2	-0.6	-5	-1	5	3	0	6	-0.1
COc1ccc(NC(=O)COC(=O)c2ccc(NS(=O)(=O)/C=C/c3ccccc3)cc2)cc1	0.9	3	0.8	-12	-8	-6	28	-1	-1	3.4
CC1(C(=O)NS(=O)(=O)c2ccccc2)CCN1C(=O)C1CCCCC1 (stereo not drawn)	-0.1	1	-1.4	nt	1	-11	-1	-1	-11	-1.5
Cc1cccc(NC(=O)c2ccc(C)c(S(=O)(=O)N3CCOCC3)c2)n1	-0.3	0	-1.9	-4	0	2	1	0	3	-0.2
O=C(NCCc1ccccn1)c1ccc(NS(=O)(=O)c2ccc(F)cc2)cc1	-2.2	-1	-0.9	5	11	-6	2	-12	13	-1.6
O=C(c1cccnc1)N1CCN(S(=O)(=O)c2cccc(Cl)c2)CC1	0.1	-1	1.4	-2	0	-16	0	-3	7	-1.2
CC(C)CC(=O)Nc1nnc(SCC(=O)NC2CCCCC2)s1	-0.4	-1	0.5	1	0	-7	1	-4	12	0.2
C=CCSc1nc(C)cc2c1C(=O)OC2	0.2	3	0.7	-4	-1	2	0	-4	8	-2.0
O=C(NC1CCCCC1)c1cc2c(cc1Cl)N1CCCCCC1=NS2(=O)=O	-0.3	-1	-1.1	-5	1	-9	40	-3	-15	-0.6
CC1(C)CC(NC(=O)C(=O)NCCc2ccc(Cl)cc2)CC(C)(C)N1	0.2	-1	-0.4	2	-1	-2	3	0	-2	-1.4
Cc1cc(C)cc(Nc2ccc(C(=O)O)cc2N)c1	-0.5	-1	0.0	12	15	0	-2	-1	18	0.3
Cn1c2ccccc2c2cnn(CC(=O)Nc3cccc(F)c3)c(=O)c21	-0.1	0	-0.1	-7	1	-6	-2	-2	-8	-0.6
CCOC(=O)N1CCN(C(=O)CCc2cc(OC)c(OC)c(OC)c2)CC1	-0.4	-3	-0.7	-5	2	7	-2	-6	12	-1.1
CCN(CC)S(=O)(=O)c1ccc(C)c(NC(=O)COC(=O)[C@@H]2CCCN2C(=O)c2cccs2)c1	-0.3	-1	0.3	-8	-3	-7	-4	-4	13	1.2
CC1CCN(S(=O)(=O)c2cnc(Cl)c(Br)c2)CC1	-0.5	5	1.1	-9	2	-2	-2	8	12	-0.9
CC1CCN(S(=O)(=O)c2cc3c4c(c2)C(C)C(=O)N4CCC3)CC1 (stereo not drawn)	-0.2	0	0.9	-7	0	-5	-3	-1	20	0.1
COc1ccc(-c2nnc(SCC(=O)N3CCOCC3)o2)cc1OC	-0.2	-2	0.1	-4	0	14*	0	-1	-5	0.6
O=C(Nc1nc2ccccc2s1)C1=NN(c2ccccc2)C(=O)CC1	-0.2	-1	1.3	5	0	-4	-1	-3	-8	0.8
COc1ccc(NC(=O)COC(=O)c2c(NC(C)=O)sc(C)c2C)cc1	-0.4	-2	0.3	nt	-2	8	2	-7	-5	-0.8
O=C(NC1=NCCS1)c1cc(-c2ccc(-c3ccccc3)cc2)nc2ccccc12	-0.4	-1	-0.5	5	-13	-1	0	-2	-18	1.9
Fc1ccccc1CSc1nnnn1-c1ccc2c(c1)OCO2	-0.3	3	-0.7	-12	-2	-3	-2	0	-1	2.1
CCOC(=O)[C@]12CCCC=C1N(Cc1ccccc1)C(=O)[C@H](CC(=O)NCCCN1CCCC1=O)C2	-0.1	nt	-1.5	nt	nt	nt	3	nt	1	-0.1
CCCCN(C(=O)CCCc1nc2ccccc2s1)c1c(N)n(CCCC)c(=O)[nH]c1=O	-0.6	-3	-0.1	0	-2	0	4	-2	2	-0.2
Cc1ccc(C(=O)NCc2ccco2)c(C)c1	0.3	-2	0.8	-10	1	-15	-1	0	1	-2.3
Cc1ccc(-c2noc(CCC(=O)NC3CCCc4ccccc43)n2)cc1 (stereo not drawn)	-0.7	0	-0.1	-8	2	-5	30	-5	-10	-0.1
COc1ccccc1CNC(=O)CCN1C(=O)COc2ccc(C)cc21	0.2	0	0.5	-6	3	2	1	-3	4	-0.8
COc1cccc(NC(=O)C(=O)NCCC2CCCCN2S(=O)(=O)c2cccs2)c1 (stereo not drawn)	-0.6	0	-1.6	-5	-2	8	3	-6	18	1.7
CCOC(=O)Cc1nnc(NC(=O)CSc2nc3ccccc3[nH]2)s1	-0.8	-1	-1.4	-2	-2	-13	5	-5	-8	-0.4
Cc1ccc(-n2c(SCC(N)=O)nc(O)cc2=O)cc1	0.2	1	-0.5	-7	1	-58	1	-1	-37	-1.6
Cc1nc(Nc2nc3c(c(=O)[nH]2)CCC3)nc2ccccc12	0.9	1	nt	-7	-2	-7	-2	-1	-10	2.4
CC1CCCCN1Cc1nc2c(c(=O)n(C)c(=O)n2C)n1CCc1ccccc1 (stereo not drawn)	-0.7	-6	2.8	-11	5	0	6	-7	7	-0.6
CC(=O)Nc1ccc(OCC(O)CN2CCN(c3ccc(Cl)cc3)CC2)cc1 (stereo not drawn)	-0.3	-2	-0.7	-6	-5	11	-4	-2	4	-0.5
Nc1ccc(S(=O)(=O)Nc2ccc(Cl)nn2)cc1	-0.5	-3	-0.7	6	2	1	9	-5	-3	-3.5
O=C(CCc1nnc2ccc(NCc3ccccc3Cl)nn12)NCC1CCN(C2CCCC2)C1 (stereo not drawn)	0.1	-4	-1.3	-1	-5	-3	31	1	-4	14
CCOC(=O)C1(CCOc2ccccc2)CCN(Cc2cnc(SC)nc2)CC1	0.4	-1	1.7	-6	0	4	3	-1	7	0.1
CN1CCN(S(=O)(=O)c2csc(C(N)=O)c2)CC1	-0.2	-2	1.9	0	2	8	-2	-7	13	-2.3
CC(C)Oc1nnnn1-c1ccccc1	0.0	-5	0.1	-4	5	-1	1	2	4	0.8
Cc1ccc(C(C)C)c(OCCCN(C)Cc2ccccc2)c1	-0.5	-1	0.9	-7	4	2	2	-2	10	-0.5
